ADAM10 inh: inhibits human ADAM10 | O14672 | recombinant ADAM10, EDANS/DABCYL FRET peptide cleavage, 3 h | inhibition, % at 7 µM | 370,000 compounds, 0.62% hits;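 active = inhibition above a per-campaign cutoff equal to the mean of compounds falling between control-based bounds plus 3 SD, cut at about 20% in these data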;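 also: 0% = DMSO wells while the 100% control is not disclosed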
PLCg1 inh: PLC-gamma1 (human) inhibition, primary screen. purified PLC-gamma1, fluorogenic substrate, fluorescence. AID 720700. inhibition, % at 12.2 µM. 370,000 compounds, 0.84% hits. P19174; in the data active = inhibition above about 9.5%
ASAP1 GAP inh: ASAP1 ArfGAP inhibition | ASAP1-stimulated ARF1 GTP hydrolysis, GDP FP detection | 360,000 compounds, 0.19% hits | inhibition, % at 16.5 µM | Q9ULH1; in the data active = inhibition above about 25%;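 also: 0% = vehicle with enzyme and substrate and 100% = no enzyme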
LEDGF integ inh: blocks HIV-1 LEDGF/p75-dependent DNA integration. TR-FRET IN-LEDGF/p75 DNA integration, Eu/Cy5. inhibition, % at 3.7 µM. 370,000 compounds, 0.64% hits. AID 743269;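 active = inhibition above the screen-wide mean plus 3 SD, cut at about 13% in these data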;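 also: signal is the Cy5 over europium emission ratio at 671 and 618 nm; 0% = plate median of compound wells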
DDE Tn7 FP inh: disrupts Tn7 cyclic peptide binding to fibrin D-Dimer-E complex; inhibition, % at 8.3 µM; FP displacement of FITC-Tn7 peptide from fibrin DD(E); 0% = median of compound wells per plate; AID 720508; P02675; 370,000 compounds, 0.13% hits;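 active = inhibition above the mean of compounds falling within the control limits plus 3 SD of them, cut at about 14% in these data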;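 also: 0% = plate median of compound wells and 100% = 10 µM Aha-Tn7 peptide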
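Test system – human fibrin DD(E) · Times – 10 min preincubation, 3 h with tracer, room temperature · Detection – fluorescence polarization of the labelled Tn7 tracer · Measure – percent inhibition normalized to high-control wells · Benchmarks – high control wells with 10 µM unlabelled Aha-Tn7 peptide (full inhibition) · Repeats – singlicate testing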
ADAM17 inh: inhibits human ADAM17; AID 720648; recombinant ADAM17, EDANS/DABCYL FRET peptide cleavage; 370,000 compounds, 0.83% hits; inhibition, % at 6.95 µM; P78536;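 active = inhibition above the mean of compounds lying between control limits plus 3 SD, set per campaign, cut at about 8.5% in these data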;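 also: 0% = DMSO-only wells as the low control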
ARFGAP1 inh: inhibitors of rat ARFGAP1 | Q62848 | Arfgap1-stimulated ARF1 GTP hydrolysis, GDP FP detection | inhibition, % at 16.5 µM | 360,000 compounds, 0.26% hits;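 active = inhibition above a per-plate limit, mean inhibition of low control wells plus 3 SD, cut at about 25% in these data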;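 also: 0% = DMSO wells with enzyme and 100% = wells lacking Arfgap1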
Target sequence (Q62848 1-136 limits assumed): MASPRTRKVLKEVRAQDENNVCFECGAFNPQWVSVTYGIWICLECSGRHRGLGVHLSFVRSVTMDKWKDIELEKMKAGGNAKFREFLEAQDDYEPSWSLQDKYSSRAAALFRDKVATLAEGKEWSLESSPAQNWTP
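material = rat Arfgap1 catalytic domain, aa 1-136 | also added = human ARF1(Δ1-17)-GTP substrate | compound dosing = one concentration, 16.5 µM, DMSO 1.26% | times = GTP hydrolysis reaction 2 h at 25 °C | measured by = FP, GDP Alexa 633 tracer displaced from anti-GDP antibody, 620/688 nm | evaluation = percent inhibition of Arfgap1-stimulated GTP hydrolysis | replication = single well per compound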
TDP2 inh: TDP2 (human) inhibition, absorbance primary screen. AID 720702. inhibition, % at 12.8 µM. 370,000 compounds, 0.34% hits. O95551. recombinant TDP2, T5PNP hydrolysis, p-nitrophenol absorbance 415 nm;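 active = inhibition above the mean of all tested compounds plus 3 SD, set per campaign, cut at about 25% in these data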;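 also: 0% = DMSO with enzyme and 100% = buffer with substrate but no TDP2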
Target sequence (O95551 whole entry, looked up): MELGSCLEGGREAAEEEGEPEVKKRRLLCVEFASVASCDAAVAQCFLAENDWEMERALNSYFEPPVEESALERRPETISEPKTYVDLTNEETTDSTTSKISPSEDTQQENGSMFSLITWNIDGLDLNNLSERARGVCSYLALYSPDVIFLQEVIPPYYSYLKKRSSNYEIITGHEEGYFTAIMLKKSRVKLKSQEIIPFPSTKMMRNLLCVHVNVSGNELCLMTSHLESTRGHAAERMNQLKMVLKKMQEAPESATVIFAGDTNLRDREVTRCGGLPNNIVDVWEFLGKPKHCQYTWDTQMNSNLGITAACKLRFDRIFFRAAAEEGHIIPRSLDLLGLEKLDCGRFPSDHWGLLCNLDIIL
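System: recombinant human TDP2 / Amount: 120 nM TDP2 per well / Also added: 5 mM T5PNP chromogenic substrate / Doses: 12.8 µM single point, 1% DMSO / Incubation: 2 h at 37 °C / Detection: p-Nitrophenol epi absorbance / Evaluation: % inhibition relative to enzyme-containing and enzyme-free wells / Repeats: singlicate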
DDE Tn6 FP inh: inhibitors of Tn6 peptide binding to human fibrin DD(E); P02675; Fibrin DD(E) TRITC-Tn6 fluorescence polarization displacement; inhibition, % at 8.3 µM; 370,000 compounds, 0.21% hits;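 active = inhibition above a per-campaign cutoff: mean of compounds within control limits plus 3 SD, cut at about 15% in these data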;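 also: 0% = median of all compound wells on the plate and 100% = blocking peptide control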
KLK7 zymogen act: activates the human kallikrein-7 zymogen; purified proKLK7, EDANS-DABCYL substrate fluorescence; 100% is mature enzyme control, 0% vehicle; P49862; 370,000 compounds, 0.9% hits; activation, % at 7 µM;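 active = activation above the mean of all tested compounds plus 3 SD, computed per campaign excluding outliers beyond control limits, cut at about 13% in these data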
Target sequence (P49862 whole entry, looked up): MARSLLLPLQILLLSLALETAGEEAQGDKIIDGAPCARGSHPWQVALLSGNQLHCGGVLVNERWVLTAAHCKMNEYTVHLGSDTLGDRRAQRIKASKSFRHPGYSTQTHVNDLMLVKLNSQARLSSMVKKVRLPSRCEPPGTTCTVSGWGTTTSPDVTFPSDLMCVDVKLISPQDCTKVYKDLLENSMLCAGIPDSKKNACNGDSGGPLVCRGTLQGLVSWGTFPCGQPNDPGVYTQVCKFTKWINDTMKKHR
* marks the source's active call; other numbers are inactive results; / = no result given.

Molecule	ADAM17 inh	ADAM10 inh	KLK7 zymogen act	ARFGAP1 inh	PLCg1 inh	TDP2 inh	DDE Tn6 FP inh	LEDGF integ inh	ASAP1 GAP inh	DDE Tn7 FP inh
COc1ccc(F)cc1S(=O)(=O)N1CCN(c2ccccn2)CC1	-2	3	-0.2	8	1	-2	-2	-2	2	6
COc1ccc(-n2c(SCc3ccc(C#N)cc3)nnc2-c2ccccn2)cc1	-3	-5	0.7	-12	1	11	-6	4	-1	2
COc1ccc(OC)c(CCNC(=O)c2cccc(NC3=NC4CS(=O)(=O)CC4S3)c2)c1 (stereo unspecified)	-3	-15	-0.7	1	5	2	-3	-2	-3	-5
CC(C)[C@H](NC(=O)c1ccccc1)C(=O)OCc1nnc(-c2ccccc2)o1	-3	5	-0.4	6	12*	-6	-6	4	-3	-4
CC(C)NC(=O)N(O)C1N(C(C)C)C(=O)N(Cc2ccc3c(c2)OCO3)C1(C)C (stereo unspecified)	1	1	0.0	6	2	2	-2	1	-8	-11
O=C(/C=C/c1ccco1)NC(=S)Nc1ccc(O)c(-c2nc3ccccc3s2)c1	-3	-8	2.7	8	-126	6	1	-2	4	1
COc1ccc(-c2nnc(SCC(=O)N(Cc3ccccc3)C(C)(C)C)o2)cc1OC	0	-1	0.1	-5	1	6	4	0	7	8
O=S(=O)(c1ccccc1)N1CCN(Cc2ccccc2)c2ccccc21	0	-10	0.0	-8	1	-6	-2	-1	-9	-3
Cc1ccc(S(=O)(=O)N2CCN(S(=O)(=O)N(C)C)CC2)c(C)c1	-2	5	-0.9	1	4	7	-6	0	-2	-2
Cc1c(NCc2cc(Cl)ccc2O)c(=O)n(-c2ccccc2)n1C	2	11	-0.2	3	-6	-3	10	0	-3	-1
CC(C)(C)c1ccc(OCCC(=O)OCC(=O)NC2CC2)cc1	4	7	0.0	2	4	-16	0	4	-6	1
COc1ccccc1Oc1ccc(N2CC(C(=O)OCC(=O)c3ccc(F)cc3)CC2=O)cc1 (stereo unspecified)	1	4	-0.4	0	1	4	-6	0	18	0
Cn1c(=O)[nH]c(=O)c2c1nc(NCc1ccccc1)n2CCCc1ccccc1	1	2	-0.1	1	5	-6	0	-1	-5	1
C[C@H](CO)N1C[C@H](C)[C@@H](CN(C)S(=O)(=O)c2ccc(F)cc2)Oc2c(NC(=O)Cc3ccccc3)cccc2C1=O	-6	-10	0.1	4	-2	1	4	1	-2	4
O=C(COc1cccc2ccccc12)N/N=C/c1ccco1	0	4	-0.5	-2	-1	-13	-5	3	0	6
Cc1c(CC(=O)NCC(=O)NCC(=O)O)c(=O)oc2c(C)c3oc4c(c3cc12)CCCC4	-82	-141	6.5	-14	-271	-14	0	-3	-5	6
O=C(c1ccc([N+](=O)[O-])c(CS(=O)(=O)c2ccc(Cl)cc2)c1)N1CCCC1	-6	2	0.4	7	2	6	-7	-3	-4	9
O=C1/C(=C\c2ccncc2)SC(=S)N1C1CCCCC1	-1	0	-0.1	9	-2	6	3	0	-9	1
Cc1ccc(C)c(S(=O)(=O)NCCN2CCOCC2)c1	-1	1	0.2	4	0	-6	0	-3	5	-3
CC(=O)c1ccccc1OCC(O)CN1CCN(c2ccccn2)CC1 (stereo unspecified)	-5	-5	0.3	5	0	-1	-5	-1	-2	-5
COC(=O)CCCC1=CC2=CC(=O)C(C)(OC(=O)c3cccs3)C(=O)C2=CN1CCc1c[nH]c2ccccc12 (stereo unspecified)	-1	1	-0.1	10	-6	20	3	3	3	-6
O=C(C(=O)c1ccc(O)c(O)c1)c1ccc(O)c(O)c1	7	1	0.4	7	6	-5	5	-3	-7	3
COc1ccc(NC(C)=O)cc1S(=O)(=O)Nc1ccccc1C(=O)N1CCCC1	-5	-9	0.6	10	-3	3	6	-2	-5	3
COc1ccc(CC(=O)OC(C)C(=O)Nc2c(C)n(C)n(-c3ccccc3)c2=O)cc1OC (stereo unspecified)	0	-2	-0.4	-5	1	-7	-2	1	1	-12
COc1ccc(NC(=O)Nc2ccccc2F)cc1	-5	-2	-0.1	15	-1	-7	12	1	0	8
Nc1ncnc2c1cnn2C1CC(O)C(CO)O1 (stereo unspecified)	-5	-15	0.5	0	1	7	1	-4	-9	5
Cc1cccc(-c2nnc(SCC(=O)Nc3cccc4ccccc34)n2Cc2ccco2)c1	4	5	-0.3	/	0	-1	4	2	/	5
O=S(=O)(Nc1cccc(-n2cnnn2)c1)c1ccccc1F	-1	-2	0.5	-14	-2	2	4	-4	-12	4
CCOC(=O)C1(Cc2ccccc2C)CCCN(C(=O)c2cc(CC)nn2C)C1 (stereo unspecified)	-2	-7	0.5	0	0	2	-3	0	-3	4
Cc1csc(SCC(=O)NCc2cccs2)n1	0	-1	-0.3	7	0	-9	3	-4	0	4

Ordered by count of non-hydrogen atoms (ascending): 11 of the compounds above.
Molecule	ADAM17 inh	ADAM10 inh	KLK7 zymogen act	ARFGAP1 inh	PLCg1 inh	TDP2 inh	DDE Tn6 FP inh	LEDGF integ inh	ASAP1 GAP inh	DDE Tn7 FP inh
Cc1csc(SCC(=O)NCc2cccs2)n1	0	-1	-0.3	7	0	-9	3	-4	0	4
Cc1ccc(C)c(S(=O)(=O)NCCN2CCOCC2)c1	-1	1	0.2	4	0	-6	0	-3	5	-3
O=S(=O)(Nc1cccc(-n2cnnn2)c1)c1ccccc1F	-1	-2	0.5	-14	-2	2	4	-4	-12	4
CC(C)(C)c1ccc(OCCC(=O)OCC(=O)NC2CC2)cc1	4	7	0.0	2	4	-16	0	4	-6	1
COc1ccc(F)cc1S(=O)(=O)N1CCN(c2ccccn2)CC1	-2	3	-0.2	8	1	-2	-2	-2	2	6
COc1ccc(NC(C)=O)cc1S(=O)(=O)Nc1ccccc1C(=O)N1CCCC1	-5	-9	0.6	10	-3	3	6	-2	-5	3
Cc1c(CC(=O)NCC(=O)NCC(=O)O)c(=O)oc2c(C)c3oc4c(c3cc12)CCCC4	-82	-141	6.5	-14	-271	-14	0	-3	-5	6
Cc1cccc(-c2nnc(SCC(=O)Nc3cccc4ccccc34)n2Cc2ccco2)c1	4	5	-0.3	/	0	-1	4	2	/	5
COc1ccccc1Oc1ccc(N2CC(C(=O)OCC(=O)c3ccc(F)cc3)CC2=O)cc1 (stereo unspecified)	1	4	-0.4	0	1	4	-6	0	18	0
COC(=O)CCCC1=CC2=CC(=O)C(C)(OC(=O)c3cccs3)C(=O)C2=CN1CCc1c[nH]c2ccccc12 (stereo unspecified)	-1	1	-0.1	10	-6	20	3	3	3	-6
C[C@H](CO)N1C[C@H](C)[C@@H](CN(C)S(=O)(=O)c2ccc(F)cc2)Oc2c(NC(=O)Cc3ccccc3)cccc2C1=O	-6	-10	0.1	4	-2	1	4	1	-2	4

Next section
Molecule	ADAM17 inh	ADAM10 inh	KLK7 zymogen act	ARFGAP1 inh	PLCg1 inh	TDP2 inh	DDE Tn6 FP inh	LEDGF integ inh	ASAP1 GAP inh	DDE Tn7 FP inh
CC(Sc1nncn1C)C(=O)Nc1ccc(S(N)(=O)=O)cc1 (stereo unspecified)	-7	3	-0.1	4	1	2	0	-1	-1	9
Oc1ccc(C[C@@H]2CNCCN2CCc2cccc(F)c2)cc1	-3	-6	-0.4	-1	0	-3	-4	-1	-1	-2
CCCCn1c(N)c(N(CC(C)C)C(=O)Cn2c(=O)cnc3ccccc32)c(=O)[nH]c1=O	-2	-3	0.0	5	0	11	2	2	-3	0
CC(C)CNC(=O)COC(=O)c1cc(S(=O)(=O)N(C)C)ccc1N1CCCC1	-1	-2	0.2	4	0	1	2	-4	1	6
COc1ccc(/C=C2\SC(=O)N(CCNC(=O)Cc3coc4cc(C)ccc34)C2=O)cc1OC	0	16	-7.3	5	-14	-13	7	3	11	-2
Cc1nn(C)cc1C1Nc2ccccc2C(=O)N1O (stereo unspecified)	-2	-4	-0.6	12	6	-11	-4	1	2	3
COc1ccccc1N1CC(C(=O)Nc2nc(C)cs2)CC1=O (stereo unspecified)	-8	-16	0.0	4	-7	-14	-7	0	0	4
CCn1c(SCC(=O)N2CC(=O)Nc3ccccc32)nnc1-c1ccoc1C	-7	-2	0.6	-9	-4	5	6	2	3	-2
COc1cccc2c1-c1c(C(=O)O)cccc1C2=O	-2	10	0.5	-5	2	7	-2	2	8	-1
COC(=O)[C@@]12CCCCN1[C@H](c1ccc(-c3ccc(C(C)=O)cc3)cc1)[C@H]1C(=O)N(C)C(=O)[C@H]12	-1	-4	0.3	-6	1	-8	-3	0	-4	-1
COC(=O)c1ccc(CN2C(=O)C(C)N(C(=O)c3c(F)cccc3F)c3ccccc32)cc1 (stereo unspecified)	11*	3	0.1	-2	8	-25	-2	8	2	6
CN1N=C2c3ccccc3CCCC2C1c1ccc(F)cc1 (stereo unspecified)	-2	-6	0.1	-4	-5	-5	2	-1	1	4
O=C(COc1ccc(C(=S)N2CCOCC2)cc1)N1CCOCC1	-1	-2	0.2	14	3	-9	-4	3	9	-4
NC(=O)CSc1nc(-c2ccccc2Cl)ns1	-4	-3	0.3	5	-2	3	-6	-2	7	0
Nc1oc2ccccc2c1C(=O)Cc1ccccc1O[C@@H]1O[C@H](CO)[C@@H](O)[C@H](O)[C@H]1O	0	-5	0.0	-12	2	0	6	-5	6	3
CC(=O)N1CCN(S(=O)(=O)c2ccc(S(=O)(=O)NC3CCCCC3)cc2)CC1	0	-3	0.2	0	0	-6	2	0	-3	-5
Cc1cc(C)c(S(=O)(=O)N2CCCOC2CNC(=O)C(=O)NCCc2c[nH]c3ccccc23)c(C)c1 (stereo unspecified)	8.6*	16	-0.7	0	0	6	1	-4	-13	5
CCc1nnc(NS(=O)(=O)c2ccc(NC(=S)NC(=O)/C=C/c3ccc(F)cc3)cc2)s1	-2	3	-0.3	13	0	0	-8	3	12	4
CCc1cccc2c(C=C(C#N)C#N)cn(CC(=O)N3CCCCCC3)c12	-1	-3	-0.1	14	4	0	-1	0	5	1
COc1ccc(/C=C/C(=O)NCCCN2CCCC2)cc1	-2	6	-0.5	-7	0	-19	4	0	8	4

Compound activity from PubChem BioAssay.
